Assay outcomes as filed in PubChem BioAssay.
VLA-4 antagonist: inhibitors of LDV-FITC binding to Mn2+-activated VLA-4, primary screen, Jurkat cells; 24,000 compounds, 0.2% hits; AID 529, 2006; inhibition, % at 10 µM (by protocol); LDV-FITC binding with Mn2+, flow cytometry; 100% = Mn2+-driven binding gain fully reversed;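 active means inhibition above 50%; inconclusive means compound itself fluorescent, judged against control cell fluorescence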;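 further: 0% = Mn2+ stimulated cells lacking compound and 100% = ligand binding without Mn2+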
Target sequence (P13612 whole entry, looked up): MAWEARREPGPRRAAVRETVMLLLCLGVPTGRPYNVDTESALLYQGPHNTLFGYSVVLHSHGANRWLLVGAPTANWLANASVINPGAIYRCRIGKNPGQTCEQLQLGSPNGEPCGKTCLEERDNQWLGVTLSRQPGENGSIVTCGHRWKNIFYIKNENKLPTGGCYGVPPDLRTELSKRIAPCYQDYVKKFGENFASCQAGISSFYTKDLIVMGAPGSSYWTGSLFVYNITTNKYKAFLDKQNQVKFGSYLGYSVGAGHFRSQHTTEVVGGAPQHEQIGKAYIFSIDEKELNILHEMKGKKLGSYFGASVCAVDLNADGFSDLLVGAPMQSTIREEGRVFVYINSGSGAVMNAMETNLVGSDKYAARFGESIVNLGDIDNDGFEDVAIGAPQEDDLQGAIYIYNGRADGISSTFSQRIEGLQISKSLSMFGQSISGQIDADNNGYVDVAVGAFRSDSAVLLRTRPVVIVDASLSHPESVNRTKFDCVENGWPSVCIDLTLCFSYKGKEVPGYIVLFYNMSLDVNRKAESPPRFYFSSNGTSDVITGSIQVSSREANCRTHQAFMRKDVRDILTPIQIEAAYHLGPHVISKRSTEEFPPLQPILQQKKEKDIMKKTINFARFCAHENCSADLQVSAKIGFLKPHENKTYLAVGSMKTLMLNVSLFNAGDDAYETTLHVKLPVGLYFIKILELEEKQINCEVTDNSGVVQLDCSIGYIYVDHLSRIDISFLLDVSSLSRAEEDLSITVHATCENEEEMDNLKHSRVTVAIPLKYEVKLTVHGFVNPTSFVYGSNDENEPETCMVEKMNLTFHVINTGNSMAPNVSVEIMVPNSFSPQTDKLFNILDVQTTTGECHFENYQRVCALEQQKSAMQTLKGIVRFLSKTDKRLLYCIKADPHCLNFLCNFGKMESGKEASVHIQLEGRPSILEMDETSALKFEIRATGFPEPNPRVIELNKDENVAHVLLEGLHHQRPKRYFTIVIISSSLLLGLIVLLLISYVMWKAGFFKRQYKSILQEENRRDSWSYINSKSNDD
Prostate diff: activators of LNCaP prostate cell differentiation, primary screen, flow cytometry side scatter. 4 d. side scatter shift, % at 10 µM. 24,000 compounds, 0.56% hits. AID 795, 2007;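 active means side scatter shift above 30%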;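 further: androgen-responsive LNCaP prostate cancer cells in charcoal-stripped serum medium; percent of cells past a gate set so DMSO wells show 10% shift; higher shift means more granular cells and more differentiation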
Autofluor Jurkat: compound autofluorescence on Jurkat cells, primary screen, artefact control for VLA-4 allosteric ligand project, cell-based, flow cytometry; stronger effect = higher value; 1 = vehicle-only cell background; 24,000 compounds, 0.61% hits; fluorescence ratio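 (tested at 10 µM compound in the well)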;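 active means fluorescence ratio above 2.44, which is 1 plus 3 SD of all ratios; inconclusive means signal too bright to measure linearly, ratio around 10 or more; inactive means fluorescence ratio below 2.44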;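 further: green fluorescence of cells measured with 488 nm excitation and 530 nm emission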
VLA-4 agonist: enhancers of LDV-FITC binding to VLA-4 integrin, primary screen, Jurkat cells, flow cytometry | Integrin alpha-4 (Homo sapiens), P13612 | activation, % at 10 µM (by protocol) | 24,000 tested, under 10 active;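 active means fluorescent ligand binding to cells raised by more than 40% of the manganese-induced maximum; inconclusive means compound's own fluorescence above 85% of the ligand control signal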;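 further: 0% = ligand binding without compound and 100% = manganese-stimulated maximal binding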
Numbers without * were called inactive; ? = inconclusive. Not all compounds are listed (hit frequency here may not be typical).

no. | SMILES | VLA-4 antagonist | VLA-4 agonist | Autofluor Jurkat | Prostate diff
1 | Cc1ccc(S(=O)(=O)N2CCCC2C(=O)n2nc(C)cc2C)cc1 (centres undefined) | 14 | -3 | 1 | 11
2 | COc1ccc(Cl)cc1C(=O)NCCc1ccc(S(=O)(=O)NC(=O)NC2CCCCC2)cc1 | -30 | 10 | 1 | 3
3 | Brc1ccc(-c2noc(COc3ccc4c(c3)CCC4)n2)o1 | -5 | -2 | 1.1 | 7
4 | N#Cc1cccc(NC(=O)NCCc2c[nH]c3ccccc23)c1 | ? | ? | 1.2 | 13
5 | COc1ccc(-n2c(Cc3cccn3C)nnc2SCC(=O)Nc2cccc(F)c2)cc1 | 10 | -2 | 1.1 | 14
6 | O=C(NCc1ccc2c(c1)OCO2)c1ccc(NC(=O)C2CCCO2)cc1 (centres undefined) | 17 | -4 | 1.1 | 2
7 | CN(CCCNC(=O)C1CCN(S(=O)(=O)c2cccc3nsnc23)CC1)Cc1ccccc1 | 0 | 2 | 1.1 | 12
8 | C=CCn1c(Cc2cccs2)nnc1SCC(=O)Nc1ccc(OC)c(OC)c1 | -16 | -6 | 1.2 | 7
9 | COc1ccc(N2CCN(C(=O)CSc3ccccc3)CC2)cc1 | -8 | 3 | 1.1 | 15
10 | CCc1nnc(NC(=O)CSc2nc3ccccc3s2)s1 | -14 | 4 | 1.2 | 27
11 | Cc1noc(/C=C/c2ccco2)c1S(=O)(=O)N1CCC(C(=O)N2c3ccccc3CC2C)CC1 (centres undefined) | -4 | 2 | 1.1 | 11
12 | CCN1CCN(C(=O)c2sc3nc(C)nc(N4CCC(C)CC4)c3c2C)CC1 | -2 | -7 | 1.1 | 3
13 | Cc1cccn2c(=O)c3cc(C(=O)N4c5ccccc5CC4C)n(C)c3nc12 (centres undefined) | ? | ? | 2.7* | 10
14 | NC(N)=NC(N)=NCCc1ccccc1 | -8 | -4 | 1.1 | 4
15 | Cc1nc2scc(-c3ccco3)c2c(=O)n1/N=C/N(C)C | -12 | 1 | 1 | 15
16 | O=C(O)c1cc(-c2ccccc2Cl)n[nH]1 | -6 | 0 | 1 | 8
17 | O=C(c1ccc(CS(=O)(=O)c2ccc(Br)cc2)o1)N1CCN(C2CCCCC2)CC1 | 1 | 0 | 1 | 18
18 | COc1ccc2nc(NC(=O)C3CCCN(S(=O)(=O)c4cccc5nonc45)C3)sc2c1 (centres undefined) | ? | ? | 2.6* | 4
19 | O=C(NCCN1CCCC1)c1ccc2c(c1)N(Cc1ccc(F)cc1)C(=O)c1ccccc1S2=O (centres undefined) | 21 | 1 | 1.1 | 2
20 | Cc1cccc(NC(=O)CN2C(=O)COc3ccc(Cl)cc32)c1C | -5 | 3 | 1.1 | 17
21 | O=c1cc(N2CCN(c3ccccc3)CC2)[nH]c(=O)n1C1CCCCC1 | 20 | 7 | 0.97 | 19
22 | COc1ccc(C)cc1S(=O)(=O)Nc1cccnc1 | -14 | 7 | 0.95 | 7
23 | O=C1NC(Cc2c[nH]c3ccccc23)C(=O)N1CCOc1ccccc1 (centres undefined) | -4 | 1 | 1 | 2
24 | O=S(=O)(NCCOCC(F)(F)C(F)F)c1ccc2oc3ccccc3c2c1 | 0 | -1 | 1.1 | 4
25 | Cc1c(NS(=O)(=O)c2ccc3c(c2)CCN3C(=O)C2CC2)c(=O)n(-c2ccccc2)n1C | 5 | -4 | 1 | 3
26 | CCCCNc1cc(C)oc(=O)c1C(C)=O | -16 | 6 | 0.92 | 8
27 | O=C(O)CCc1ccc(-c2ccccc2)n1CC(=O)O | -28 | 6 | 1.1 | 7
28 | COc1cccc(C2=NOC(C(=O)NC3CCCCC3)C2)c1 (centres undefined) | -7 | 2 | 0.99 | 5
29 | COc1ccc(N2CCN(C(CNC(=O)c3ccc4c(c3)OCO4)c3cccnc3)CC2)cc1 (centres undefined) | 6 | -4 | 1 | 5
30 | NC(=O)CCCC1=NS(=O)(=O)c2ccccc2N1 | -20 | 4 | 0.93 | 8
31 | COc1ccc(N2CCN(C(=O)COc3ccc4ccccc4c3)CC2)cc1 | -9 | 3 | 0.96 | 2
32 | CC(=O)OCC(=O)[C@H]1CC[C@H]2[C@@H]3CC=C4C[C@@H](O)CC[C@]4(C)[C@H]3CC[C@]12C | -16 | -1 | 0.96 | 1
33 | Cc1nc2ccccc2cc1O | -26 | 6 | 1.1 | 8
34 | CCOc1ccccc1CNC(=O)C1CCCN(c2nc3ccccc3o2)C1 (centres undefined) | 13 | -1 | 0.94 | 7
35 | O=C(CN1CCN(Cc2ccccc2Cl)C1=O)NC1CCCCCC1 | 13 | -1 | 1 | 4
36 | Cc1ccc(OCC(O)Cn2c(=N)n(CCN3CCCCC3)c3ccccc32)cc1 (centres undefined) | -5 | 4 | 1.1 | 58*
37 | O=C(CNCCC1=CCCCC1)Nc1ccccc1N1CCCCC1 | -4 | 0 | 1.2 | 12
38 | CCCNC(=O)c1noc2c1CCc1ccccc1-2 | 3 | -2 | 1.1 | 8
39 | Cc1ccc(OCCN2C(=O)OC(C)(C)C2(C)O)cc1 (centres undefined) | -4 | 0 | 1.1 | 7
40 | Cc1ccc(S(=O)(=O)N2C3C=CC(C3)C2C(=O)O)cc1 (centres undefined) | -1 | 5 | 1 | 13
41 | O=C(Cn1cc2c(n1)CCCCC2)N1CCc2ccccc21 | -11 | 0 | 1 | 7
42 | OCCN(CCO)c1nc(N2CCCCC2)c2nc(N(CCO)CCO)nc(N3CCCCC3)c2n1 | ? | ? | 1.8 | 9
43 | Cc1cccc(N2CCN(S(=O)(=O)c3cnc[nH]3)CC2)c1C | -9 | 0 | 1.1 | 11
44 | CCn1c(SCc2nc(-c3ccccc3)no2)nc2ccccc21 | -2 | -8 | 1 | 6
45 | CCOC(=O)N1CCC(NC(=O)c2cc3c(C)nc4ccccc4c3o2)CC1 | -25 | -2 | 1 | 4
46 | Cc1ccc(C)c(NC(=O)CCn2nc(C)cc2C)c1 | -9 | -4 | 0.92 | 11
47 | CCOc1ccccc1NC(=O)C1Cc2ccccc2CN1S(C)(=O)=O (centres undefined) | -10 | -4 | 1.1 | 7
48 | CCc1ccc(NC(=O)CCNS(=O)(=O)c2cccc3nonc23)cc1 | 9 | -3 | 1 | 5
49 | Cc1ccc2nc(NC(=O)CSc3nc4c(c(=O)n3C)SC(C)C4)sc2c1 (centres undefined) | 15 | -2 | 1.1 | 1
50 | O=C1Nc2ccccc2OC1CC(=O)N1CCOCC1 (centres undefined) | -1 | 2 | 1.1 | 0
51 | Cc1ccc(-c2c(C(=O)N3CCOCC3)oc(=O)c3ccccc23)cc1 | 1 | 1 | 1.1 | 4
52 | CCOc1ccc(NCc2nnc(SCC(=O)Nc3cc(C)on3)n2-c2ccccc2OC)cc1 | -2 | 5 | 1.1 | 10
53 | Cc1ccc(CNC(=O)C2CCN(S(=O)(=O)N3CCOCC3)CC2)cc1 | -13 | 8 | 0.98 | 4
54 | COc1ccc(-c2noc(CCC(=O)Nc3nc4ccccc4s3)n2)cc1 | 13 | 2 | 1 | 7
55 | CCOCCCNC(=O)C(NC(=O)c1ccc(=O)[nH]c1)c1ccccc1 (centres undefined) | 6 | 3 | 0.91 | 4
56 | N#Cc1nc(-c2ccccc2F)oc1NCCN1CCOCC1 | -27 | 7 | 0.98 | 6
57 | COC(=O)c1c(-c2cccc(OC)c2)csc1N | 45 | -3 | 1.1 | 10
58 | CC(=O)NCCn1c(SCC#N)nc2ccccc2c1=O | 4 | 1 | 1 | 5
59 | COc1ccccc1CNC(=O)CN1CCN(Cc2ccc(Cl)cc2)C1=O | 2 | 0 | 1.1 | 13
60 | COC(=O)C1=C(C)NC(C)=C(C(=O)OC)C1c1ccccc1[N+](=O)[O-] | -13 | -2 | 1.1 | 5

Other compounds:
no. | SMILES | VLA-4 antagonist | VLA-4 agonist | Autofluor Jurkat | Prostate diff
61 | COc1ccc2cc3cc(C(=O)Nc4ccc5c(c4)OCCO5)oc3nc2c1 | ? | ? | 1.2 | 9
62 | CN1CCN(CCCNC(=O)C2CCN(c3nnc(-n4cccc4)s3)CC2)CC1 | 3 | -4 | 0.97 | 6
63 | CN(C)CCNC(=O)c1ccc2c(c1)N(Cc1ccc(F)cc1)CCS2 | 8 | 1 | 1.1 | 23
64 | CC(=O)NC(CCS(C)(=O)=O)C(=O)Nc1ccc(C)c(F)c1 (centres undefined) | ? | ? | 1.1 | 5
65 | COC(=O)CSc1nc2ncc(Cl)cc2[nH]1 | -35 | 9 | 0.96 | 1
66 | Cc1ccc(OCC(=O)Nc2ccc(S(=O)(=O)Nc3onc(C)c3C)cc2)cc1 | 7 | 6 | 0.98 | 8
67 | CCN(C(=O)COC(=O)c1cc(C)n(-c2ccc(F)cc2)c1C)C1CCS(=O)(=O)C1 (centres undefined) | -10 | 5 | 1.1 | 17
68 | CCOc1ccc(C(C)=O)cc1N1C(=O)C2C3C=CC(C3=C(C)C)C2C1=O (centres undefined) | 9 | -3 | 1 | 11
69 | Cc1ccc(N2CCN(C(=O)C3CCN(S(=O)(=O)c4cccc5nsnc45)CC3)CC2C)cc1 (centres undefined) | 6 | 1 | 1.1 | 9
70 | S=c1[nH]nc(-c2ccco2)n1-c1cccc2ccccc12 | ? | ? | 1.1 | 7
71 | COc1ccc(-c2cc(C(F)(F)F)n3nc(C(=O)N4CCOCC4)nc3n2)cc1 | -16 | 2 | 1.1 | 18
72 | CC1CCN(S(=O)(=O)N2CCC(C(=O)NCc3cccs3)CC2)CC1 | 14 | -8 | 1.1 | 2
73 | O=C(Nc1ccncc1)c1cncc(Br)c1 | 8 | -9 | 1 | 8
74 | CC(C)c1ccc(NC(=O)C2C3C=CC4(CN(CCCN5CCOCC5)C(=O)C24)O3)cc1 (centres undefined) | 2 | 7 | 1 | 14
75 | Cc1ccc(C)c(N2CCN(C(=O)CCCOc3cc(=O)n(C)c4ccccc34)CC2)c1 | ? | ? | 1.4 | 6
76 | NC(=O)C1CCN(c2nc(-c3ccccc3)nc3ccccc23)CC1 | 5 | -5 | 1.1 | 4
77 | O=C(NCc1ccccn1)C1CCCN(Cc2cnn(-c3ccccc3)c2-n2cccc2)C1 (centres undefined) | 20 | -3 | 1.1 | 7
78 | Cc1ccc(OCC2Cn3c(nc4c3c(=O)n(C)c(=O)n4C)O2)cc1 (centres undefined) | 0 | -6 | 1.1 | 9
79 | Cc1[nH]c2ccccc2c(=O)c1CN(C)Cc1ccccc1 | -20 | 0 | 1 | 16
80 | Cc1cccn2c(=O)c3cc(C(=O)N4CCCc5ccccc54)n(C)c3nc12 | -4 | -1 | 1.2 | 6
81 | COc1cc(CN/C(C)=C(\C#N)C(N)=O)cc(OC)c1OC | -9 | 5 | 1 | 3
82 | COc1ccc(C2/C(=C(/O)c3ccccc3)C(=O)C(=O)N2CC(C)O)c(OC)c1 (centres undefined) | ? | ? | 1.5 | 13
83 | O=C(CCn1cccc1)NCc1ccc(Cl)cc1 | -1 | 3 | 1 | 8
84 | O=C(CCS(=O)(=O)c1ccc(Br)s1)NCc1cccs1 | -26 | 2 | 0.99 | 5

Reformatted: results already given
Second line of a record: VLA-4 antagonist | VLA-4 agonist | Autofluor Jurkat | Prostate diff
[70] S=c1[nH]nc(-c2ccco2)n1-c1cccc2ccccc12
  ? | ? | 1.1 | 7
[71] COc1ccc(-c2cc(C(F)(F)F)n3nc(C(=O)N4CCOCC4)nc3n2)cc1
  -16 | 2 | 1.1 | 18
[72] CC1CCN(S(=O)(=O)N2CCC(C(=O)NCc3cccs3)CC2)CC1
  14 | -8 | 1.1 | 2
[73] O=C(Nc1ccncc1)c1cncc(Br)c1
  8 | -9 | 1 | 8
[74] CC(C)c1ccc(NC(=O)C2C3C=CC4(CN(CCCN5CCOCC5)C(=O)C24)O3)cc1 (centres undefined)
  2 | 7 | 1 | 14
[75] Cc1ccc(C)c(N2CCN(C(=O)CCCOc3cc(=O)n(C)c4ccccc34)CC2)c1
  ? | ? | 1.4 | 6
[76] NC(=O)C1CCN(c2nc(-c3ccccc3)nc3ccccc23)CC1
  5 | -5 | 1.1 | 4
[77] O=C(NCc1ccccn1)C1CCCN(Cc2cnn(-c3ccccc3)c2-n2cccc2)C1 (centres undefined)
  20 | -3 | 1.1 | 7
[78] Cc1ccc(OCC2Cn3c(nc4c3c(=O)n(C)c(=O)n4C)O2)cc1 (centres undefined)
  0 | -6 | 1.1 | 9
[79] Cc1[nH]c2ccccc2c(=O)c1CN(C)Cc1ccccc1
  -20 | 0 | 1 | 16
[80] Cc1cccn2c(=O)c3cc(C(=O)N4CCCc5ccccc54)n(C)c3nc12
  -4 | -1 | 1.2 | 6
[81] COc1cc(CN/C(C)=C(\C#N)C(N)=O)cc(OC)c1OC
  -9 | 5 | 1 | 3
[82] COc1ccc(C2/C(=C(/O)c3ccccc3)C(=O)C(=O)N2CC(C)O)c(OC)c1 (centres undefined)
  ? | ? | 1.5 | 13
[83] O=C(CCn1cccc1)NCc1ccc(Cl)cc1
  -1 | 3 | 1 | 8
[84] O=C(CCS(=O)(=O)c1ccc(Br)s1)NCc1cccs1
  -26 | 2 | 0.99 | 5
